Screening data as filed in PubChem BioAssay.
MEKK2 mut-MEK5 – signal of MEK5 binding to mutant human MEKK2 PB1 domain. bead flow cytometry, Alexa488-MEK5 binding to MEKK2 mutant. percent response, % at 10 µM. 290,000 tested, 0.35% active; in the data active = percent response above about 24%, passing the limit was not always enough; note: inactives centre near 1; some results filed as inactive read as strong as hits
MEKK3 PB1 HTS – MEKK3-MEK5 PB1 interaction, increase or decrease; AID 1529; binding response (% of control), % at 10 µM; bead-based flow cytometry, Alexa488-MEK5 binding to MEKK3; actives lie on both sides; 0 = blocked by unlabeled MEK5, 100 = vehicle; 290,000 tested, 1.4% active;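 active = binding response more than 3 SD above or below the average of its plate-row segment, actives on both sides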;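 note: Alexa488 bead fluorescence after subtracting the streptavidin-only scavenger bead signal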
Target sequence (Q99759 whole entry, looked up): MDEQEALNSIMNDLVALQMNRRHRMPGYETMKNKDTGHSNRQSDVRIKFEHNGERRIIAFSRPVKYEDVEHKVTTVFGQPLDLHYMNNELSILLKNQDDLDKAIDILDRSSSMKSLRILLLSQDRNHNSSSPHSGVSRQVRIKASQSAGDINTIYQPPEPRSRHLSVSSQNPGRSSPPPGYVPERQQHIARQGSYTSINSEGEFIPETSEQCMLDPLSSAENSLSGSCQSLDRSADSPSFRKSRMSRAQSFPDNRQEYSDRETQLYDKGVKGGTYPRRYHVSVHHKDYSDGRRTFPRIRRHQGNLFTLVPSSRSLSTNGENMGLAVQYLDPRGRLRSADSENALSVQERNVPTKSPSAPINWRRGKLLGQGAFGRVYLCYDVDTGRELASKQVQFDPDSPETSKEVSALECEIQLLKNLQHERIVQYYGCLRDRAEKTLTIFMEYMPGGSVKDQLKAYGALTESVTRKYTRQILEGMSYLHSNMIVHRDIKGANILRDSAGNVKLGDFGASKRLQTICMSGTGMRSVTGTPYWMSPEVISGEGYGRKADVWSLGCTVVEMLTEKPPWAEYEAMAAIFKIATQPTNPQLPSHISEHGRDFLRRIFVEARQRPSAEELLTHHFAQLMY
MEKK2 WT-MEK5 – raises or lowers MEK5 binding to wildtype human MEKK2 PB1 domain; bead flow cytometry, Alexa488-MEK5 binding to MEKK2 WT; actives lie on both sides; Q9Y2U5; binding response (% of control), % at 10 µM; AID 1531; 290,000 tested, 1.1% active; in the data active = binding response below about 67% or above about 130%
DNA FID counter – fluorescent intercalator displacement, NS3 helicase counter-screen; DNA fluorescent intercalator displacement, fluorescence; AID 1845; inhibition, % at 7.9 µM; 290,000 tested, 0.17% active; in the data active = inhibition above about 37%;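 note: 0% = vehicle and 100% = reference compound; higher means more ethidium bromide displaced from hairpin DNA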
NS3 helicase inh – inhibitors of Hepatitis C virus NS3 helicase | inhibition, % at 10.9 µM | 290,000 tested, 0.56% active | NS3 helicase DNA unwinding, Cy5 molecular beacon fluorescence;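 active = inhibition above the mean of all tested compounds plus 3 SD, set per campaign, cut at about 35% in these data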;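 note: 0% = DMSO wells and 100% = thioflavine S control wells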
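assay system = NS3 helicase fragment of HCV | buffer or medium = MOPS pH 6.5, MgCl2, DTT, Tween20, BSA | timing = 60 min unwinding reaction at 25 °C after ATP addition | signal = Cy5 beacon fluorescence read at start and 1 h | read-out basis = % inhibition of unwinding | control set = low DMSO, high thioflavine S at 110 µM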
SUMO HTRF inh – blocks human SUMOylation mediated by UBC9; 290,000 tested, 0.36% active; inhibition, % at 35 µM; HTRF SUMOylation assay, SAE1/SAE2 + UBC9, in vitro; AID 2006; P63279; in the data active = inhibition above about 50%, passing the limit was not always enough; note: strong numbers were not always called active
Target sequence (P63279 whole entry, looked up): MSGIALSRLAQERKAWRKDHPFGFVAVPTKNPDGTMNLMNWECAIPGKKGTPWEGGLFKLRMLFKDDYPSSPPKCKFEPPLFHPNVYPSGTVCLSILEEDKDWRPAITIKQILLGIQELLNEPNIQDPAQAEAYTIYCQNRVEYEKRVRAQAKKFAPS
CRFBP-R2 agonist – agonists of human CRF-binding protein/CRF-R2 receptor complex; HEK293 CRF-R2/CRF-BP, calcium dye fluorescence (FLIPR); percent of saturating CRF peptide response; activation, % at 13.2 µM; 350,000 tested, 0.46% active;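 active = activation of at least 50%, plus an integration ratio under a set limit after plate pattern correction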;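 note: plate controls were neutral control wells without compound for no effect and CRF at EC100 for full effect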
CRFR2-BP antag – antagonists of CRF-binding protein/CRF-R2 receptor complex | inhibition, % at 11.8 µM | AID 588475 | HEK293 CRF-R2/CRF-BP, CRF-induced calcium fluorescence | 350,000 tested, 0.59% active;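 active = inhibition of the ligand-induced calcium signal above about 50% at the single tested concentration, limit read from the data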
GalR3 antag – blocks the human galanin receptor 3. O60755. HEK293 GalR3-CNG cAMP membrane potential fluorescence; galR3 body fused to GalR1 C-terminus. inhibition, % at 3 µM. 360,000 tested, 0.44% active. AID 651719;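 active = inhibition above the screen-wide average plus 3 SD, cut at about 13% in these data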;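 note: forskolin and galanin both at EC90 stimulate the cells; cAMP rise reported by CNG channel membrane potential dye signal; 0% = forskolin plus galanin with DMSO and 100% = forskolin alone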
Target sequence (O60755 1-299 limits assumed): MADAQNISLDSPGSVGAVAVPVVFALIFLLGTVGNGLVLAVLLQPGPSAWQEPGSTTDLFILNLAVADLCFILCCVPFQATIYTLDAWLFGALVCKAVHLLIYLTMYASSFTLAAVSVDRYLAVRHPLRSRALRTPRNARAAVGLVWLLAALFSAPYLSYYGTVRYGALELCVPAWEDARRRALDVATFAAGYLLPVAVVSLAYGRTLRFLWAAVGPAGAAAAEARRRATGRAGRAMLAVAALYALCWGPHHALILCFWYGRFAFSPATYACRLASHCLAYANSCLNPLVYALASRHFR
Active calls of the source: *; x = not tested or not shown. A portion of the library (hit frequency here may not be typical).

SMILES | MEKK2 mut-MEK5 | MEKK3 PB1 HTS | MEKK2 WT-MEK5 | DNA FID counter | NS3 helicase inh | SUMO HTRF inh | CRFBP-R2 agonist | CRFR2-BP antag | GalR3 antag
Cc1ccc(S(=O)(=O)Nc2ccccc2C(=O)N2CCCCCC2)cc1 | 9 | 105 | 112 | -30 | -11 | 4 | -0.4 | 10 | -11
COc1cc(OC)cc(C(=O)Nc2nc3ccccc3[nH]2)c1 | 7 | 103 | 112 | -10 | -4 | 8 | -1.8 | -7 | -4
CCN1C(=NCC(C)C)N[C@@H](c2cccc(F)c2)C(C(=O)OC)=C1C | 10 | 99 | 105 | 12 | 9 | 1 | -0.6 | -4 | -8
Cc1ccccc1C(=O)Nc1nc(SCc2ccc(Cl)cc2)n[nH]1 | -3 | 95 | 90 | -11 | -3 | 1 | -0.4 | -12 | -6
CCN(CC)c1nc(C#N)nc(N(CC)CC)n1 | x | x | x | 9 | -10 | 17 | -1.2 | 24 | -4
CSC(=NCc1cccnc1)NS(=O)(=O)c1cccs1 | 2 | 97 | 102 | 1 | 1 | 4 | 2.0 | -11 | -4
O=C(CSc1nc(N2CCOCC2)nc(N2CCOCC2)n1)Nc1ccc([N+](=O)[O-])cc1 | -6 | 100 | 102 | -9 | -6 | -7 | 6.3 | -6 | -1
CC(C)NC(=O)c1ccc(N(Cc2ccccc2)S(C)(=O)=O)cc1 | 4 | 106 | 103 | -8 | 1 | -12 | 1.7 | -4 | 0
COc1ccccc1NC(=O)CN(c1ccccc1C)S(C)(=O)=O | 0 | 103 | 105 | -16 | -5 | -2 | -2.3 | -1 | -4
Cn1nnnc1SCCNCC#Cc1ccccc1 | 2 | 100 | 98 | 2 | -3 | -2 | -1.5 | 23 | -6
COc1ccc(NC(=O)CC2Oc3ccccc3NC2=O)cc1 (stereo unspecified) | 6 | 112 | 116 | 0 | 10 | 2 | -0.6 | 5 | 1
Cc1csc(NC(=O)CSc2ccc3nnc(CCNS(=O)(=O)c4ccccc4)n3n2)n1 | 0 | 104 | 100 | -12 | 5 | 5 | -0.1 | -14 | 6
COc1cc(/C=C/c2ccc3cccc(O)c3n2)cc(Cl)c1OC | -5 | 102 | 104 | -12 | -9 | 6 | -0.4 | 3 | -6
COc1ccccc1C(=O)Nc1ccc(N2CCN(Cc3ccccc3)CC2)cc1 | -6 | 84 | 96 | -5 | -7 | -12 | 0.8 | -2 | -3
COc1ccc(N2CCN(C(=O)CCc3ccc(S(=O)(=O)NC(C)(C)C)cc3)CC2)cc1 | -8 | 55 | 58 | -38 | -3 | 16 | -1.4 | 10 | -5
COc1ccc(CNC(=O)c2ccc(Cn3cc(Br)cn3)o2)cc1 | 4 | 99 | 100 | -27 | 0 | -6 | -1.9 | -1 | -1
O=c1c2[nH]c3cccc(Cl)c3c2ncn1CCN1CCCCC1 | 4 | 99 | 103 | 6 | -8 | -4 | -3.0 | -5 | 5
COc1ccc(Cl)cc1C(=O)NCCCn1ccnc1 | 0 | 101 | 102 | 2 | 2 | 1 | -0.8 | -9 | -8
O=C(CCl)NC(Cc1ccccc1)c1ccccc1 (stereo unspecified) | -1 | 95 | 97 | 3 | 7 | 5 | -0.9 | 7 | -5
CCOc1ccc(CCNC(=O)COC(=O)c2cc(OC)cc(OC)c2)cc1OCC | 2 | 102 | 101 | -29 | -5 | -4 | 0.1 | 12 | 3
CC1(C)CC2CC(C)(CN2S(=O)(=O)c2ccc(C(=O)Nc3ccc(S(=O)(=O)N4CCOCC4)cc3)cc2)C1 (stereo unspecified) | -1 | 100 | 103 | -2 | -1 | -3 | 2.1 | -6 | 87*
CC(=O)NCc1ccc(C(=O)CSc2nnc(-c3ccncc3)n2Cc2ccccc2)o1 | -3 | 96 | 93 | -27 | 12 | 46 | 2.0 | -32 | x
O=C(CCNS(=O)(=O)c1ccc(Cl)cc1)N1CCCC1 | 2 | 102 | 102 | -6 | 4 | -3 | 0.4 | 0 | 3
Cc1cccc(N2CCN(S(C)(=O)=O)CC2)c1C | x | x | x | -9 | -1 | 9 | 1.4 | -5 | -1
COc1ccc(NC(=O)c2ccc3c(c2)C(=O)N(Cc2cccnc2)C3=O)cc1 | 2 | 100 | 103 | -4 | 6 | -4 | -0.7 | 8 | -3

4 entries from above, with values under each structure.
The line under a structure holds: MEKK2 mut-MEK5, MEKK3 PB1 HTS, MEKK2 WT-MEK5, DNA FID counter, NS3 helicase inh, SUMO HTRF inh, CRFBP-R2 agonist, CRFR2-BP antag, GalR3 antag
- CCN(CC)c1nc(C#N)nc(N(CC)CC)n1
→ x, x, x, 9, -10, 17, -1.2, 24, -4
- COc1ccccc1NC(=O)CN(c1ccccc1C)S(C)(=O)=O
→ 0, 103, 105, -16, -5, -2, -2.3, -1, -4
- Cc1csc(NC(=O)CSc2ccc3nnc(CCNS(=O)(=O)c4ccccc4)n3n2)n1
→ 0, 104, 100, -12, 5, 5, -0.1, -14, 6
- O=C(CCNS(=O)(=O)c1ccc(Cl)cc1)N1CCCC1
→ 2, 102, 102, -6, 4, -3, 0.4, 0, 3

Continuation.
SMILES | MEKK2 mut-MEK5 | MEKK3 PB1 HTS | MEKK2 WT-MEK5 | DNA FID counter | NS3 helicase inh | SUMO HTRF inh | CRFBP-R2 agonist | CRFR2-BP antag | GalR3 antag
Cc1ccccc1Cn1c2ccccc2c2cn[nH]c(=O)c21 | -1 | 98 | 96 | -12 | -7 | 11 | 0.2 | -32 | -2
Cc1ccccc1N1CC(C(=O)Nc2ccc(S(=O)(=O)N3CCCCC3)cc2)CC1=O (stereo unspecified) | -3 | 99 | 96 | -41 | -3 | -6 | 0.2 | -14 | -10
Cc1ccc(CNC(=O)C2CCN(S(=O)(=O)N3CCCC3)CC2)cc1 | 0 | 101 | 101 | -18 | -2 | x | -0.9 | 29 | -7
Cc1ccc(C)c(N2CCN(C(=O)C3CCCN(S(=O)(=O)c4cnc[nH]4)C3)CC2)c1 (stereo unspecified) | 5 | 114 | 110 | -25 | -8 | -2 | -0.2 | 8 | 2
CCC1CCCCN1S(=O)(=O)c1ccc(C(=O)Nc2nnc(C3CC3)o2)cc1 (stereo unspecified) | -4 | 96 | 90 | -53 | 26 | 6 | 0.5 | 11 | 0
COc1ccc(N2C(=O)C3CCCN3C2=S)cc1 (stereo unspecified) | 0 | 103 | 100 | -2 | 2 | 4 | 2.2 | 7 | -8
COc1ccc(NC(=S)NCC(O)c2ccccc2)c(OC)c1 (stereo unspecified) | -2 | 86 | 89 | -2 | 12 | -2 | -4.6 | 7 | -4
C[C@H](NC(=O)c1cc2c(cn1)[nH]c1ccccc12)C(=O)O | 2 | 99 | 97 | -8 | 1 | 7 | -0.4 | -2 | -7
C#Cc1ccc([C@@H]2C=C(C(=O)OCC=C)O[C@H](OCc3ccc(CO)cc3)C2)cc1 | 1 | 97 | 92 | -29 | 0 | 3 | -2.9 | -1 | -6
CC(=O)c1ccc(OC(C)C)c(CSc2nc(O)cc(=O)[nH]2)c1 | 5 | 103 | 102 | -3 | 1 | 36 | 2.7 | -1 | 1
Cc1cc2oc3ccc(NCCCn4ccnc4)cc3c(=O)c2cc1C | 1 | 103 | 106 | x | x | x | 25 | -13 | -4
CN=C(Nc1cc(C)nn1CCC#N)c1ccccc1F | 7 | 104 | 102 | -4 | 4 | 3 | 0.8 | 19 | -3
O=C1CSC(c2nn(-c3ccccc3)cc2-c2cc3ccccc3oc2=O)N1Cc1ccco1 (stereo unspecified) | -11 | 86 | 84 | -27 | -10 | 24 | 3.5 | 84* | -2
O=C(NCc1ccc(F)cc1)C(c1ccco1)N(C(=O)c1csnn1)C1CC1 (stereo unspecified) | -1 | 98 | 95 | -14 | 9 | -4 | -1.4 | 2 | -9
CC(C)[C@H]1COCCS(=O)(=O)N1Cc1ccccc1 | 0 | 93 | 96 | x | x | x | 0.5 | -1 | -3
O=C(NC(C(=O)c1ccccc1)n1c(=O)cc[nH]c1=S)c1ccccc1 (stereo unspecified) | 5 | 106 | 101 | 1 | -1 | -2 | 0.9 | -1 | -6
Cc1nn(C)c(C)c1NS(=O)(=O)c1ccccc1 | 6 | 103 | 109 | 2 | 1 | 3 | 0.0 | 3 | -3
CCCCNc1oc(-c2ccc(OC)cc2)nc1S(=O)(=O)c1ccccc1 | -13 | 90 | 89 | -8 | -11 | -7 | -3.0 | -12 | -11
CC1CCN(C(=O)C(=O)c2cn(CC(=O)N3CCCC3)c3ccccc23)CC1 | 4 | 101 | 105 | -32 | -10 | 12 | 0.7 | -4 | 1
Cc1cc(C)nc(NC(=S)Nc2ccc(Br)cc2Cl)c1 | -10 | 98 | 94 | -3 | -4 | 20 | 0.1 | 1 | -6
O=C(CSc1ccsc1[N+](=O)[O-])NCCc1ccc(Cl)cc1 | 2 | 109 | 109 | 2 | -6 | 20 | 0.2 | 11 | -5
CCC(C(=O)NC1CCCCC1)n1c(SCc2ccc(F)cc2)nc2ccncc21 (stereo unspecified) | 11 | 107 | 96 | -4 | -26 | 6 | -4.9 | -5 | x
CC(C)Oc1ccc(N2CC(C(=O)Nc3ccc(N4CCOCC4)cc3)CC2=O)cc1 (stereo unspecified) | 3 | 96 | 106 | -11 | 0 | 21 | -2.1 | 27 | -3
O=C(O)CCC(=O)NNC(=O)c1cccs1 | -2 | 100 | 99 | -9 | 0 | 14 | -1.6 | 0 | -8
COc1ccc2c(c1)C=C(CN1CCC(CO)(CCc3ccccc3)CC1)CO2 | -6 | 104 | 131 | 5 | -56 | 16 | 6.5 | -87 | -6

Further records:
SMILES | MEKK2 mut-MEK5 | MEKK3 PB1 HTS | MEKK2 WT-MEK5 | DNA FID counter | NS3 helicase inh | SUMO HTRF inh | CRFBP-R2 agonist | CRFR2-BP antag | GalR3 antag
COCCn1c(SCC(=O)Nc2ccccc2F)nc2c(c1=O)SCC2 | -2 | 102 | 101 | -27 | 0 | 3 | -0.8 | 5 | -3
CCCN(Cc1nc(-c2ccc(Cl)cc2)no1)CC1CCCO1 (stereo unspecified) | -8 | 98 | 91 | 4 | 8 | -11 | -1.2 | -4 | -5
O=C(CN(C1CCCCC1)S(=O)(=O)c1ccc(Br)cc1)NCc1ccncc1 | -7 | 85 | 94 | -15 | -11 | -1 | -1.1 | 8 | -7
c1ccc(C2=NNC(c3ccco3)=Nc3ccccc32)cc1 | 7 | 107 | 107 | -2 | 2 | -13 | -3.3 | 47 | -8
COc1ccccc1-c1nnc(SCC(=O)Nc2ccc(S(N)(=O)=O)cc2)n1C | 10 | 108 | 111 | -7 | -11 | 29 | -1.8 | 1 | -6
CC(C)N1CCN(CCCc2ccccc2)CC1CCO (stereo unspecified) | 4 | 101 | 106 | -5 | 1 | 3 | -3.3 | 9 | -4
O=C(Cn1cnc2c(nnn2Cc2ccc(Cl)cc2)c1=O)NCc1ccco1 | 3 | 101 | 104 | -6 | 10 | 20 | -3.9 | 8 | -7
COc1cccc(NC(=O)CC2COc3ccccc3O2)c1 (stereo unspecified) | 1 | 98 | 101 | -1 | 0 | -17 | -0.6 | 9 | 0
COc1ccccc1C(=O)C1CCCN(C(=O)Nc2ccccc2F)C1 (stereo unspecified) | 1 | 105 | 100 | -9 | 5 | 16 | 0.3 | 28 | -5
Oc1ccc(/C=N/Nc2nc(-c3cccnc3)nc3ccccc23)c(O)c1 | 4 | 102 | 108 | -1 | 5 | 2 | 0.7 | -9 | 1
CC1(C)CC(=O)c2cc(C(=O)O)c(=O)n(-c3ccccc3)c2C1 | 1 | 97 | 103 | 2 | -2 | 1 | -0.9 | -6 | -9
